# Screens from PubChem BioAssay.
# S1P2 antag: S1P2 (human) receptor antagonism | cell-based S1P2 antagonist assay, inhibition at 5 uM | AID 736 | 0.21% of 97,000 active | inhibition, % at 5 µM; in the data active = inhibition above about 45%;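 also: CRE beta-lactamase reporter cells expressing human S1P2 stimulated with S1P; 0% = agonist at EC80 alone and 100% = agonist plus reference antagonist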
# Target sequence (O95136 whole entry, looked up): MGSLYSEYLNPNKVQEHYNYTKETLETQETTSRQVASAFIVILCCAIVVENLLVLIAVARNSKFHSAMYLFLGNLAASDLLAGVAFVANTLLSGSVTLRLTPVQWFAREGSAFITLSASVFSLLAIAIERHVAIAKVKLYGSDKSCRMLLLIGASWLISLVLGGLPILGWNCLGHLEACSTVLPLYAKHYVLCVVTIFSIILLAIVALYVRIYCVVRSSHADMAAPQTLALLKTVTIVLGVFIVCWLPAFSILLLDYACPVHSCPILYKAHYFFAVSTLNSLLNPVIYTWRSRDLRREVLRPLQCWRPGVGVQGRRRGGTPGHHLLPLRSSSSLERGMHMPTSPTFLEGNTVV
# PostGolgi yeast: growth inhibition of a yeast mutant, post-Golgi transport screen; inhibition, % at 10 µM; post-Golgi transport phenotypic cell assay; 0.9% of 98,000 active; AID 739;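 also: yeast cells grown in 1536-well plates; yeast grown about 18 h at 30C before absorbance read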
# Ecoli WT expand: E. coli BW25113 growth inhibition, expanded screen. OD600 absorbance. growth inhibition, % at 100 µM. 0.15% of 98,000 active. AID 710;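 active = growth inhibition above about 50% at one test dose, limit read from the data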;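 also: growth measured after 20 h incubation at 37 °C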
# S1P2 ag: agonists of human S1P2 receptor; O95136; S1P2-expressing cell line, agonist reporter read-out; activation, % at 4.5 µM; 0.46% of 97,000 active; AID 729; in the data active = activation above about 16%;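 also: 0% = vehicle low control and 100% = maximal reference agonist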
# Fibroblast inh: blocks proliferation of human lung fibroblasts. viability, % at 10 µM. LL 47 human lung fibroblast viability, ATP luminescence; hits give low values. 1.1% of 85,000 active;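 active = viability at or below 50% in the single dose screen; inactive = viability above 50%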;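 also: compound exposure lasted 72 h before the ATP readout; 100% = median luminescence of untreated cell-only wells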
#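 Material: human LL 47 lung fibroblast cells; quantity: 1,150 cells/well; medium: IMEM plus 15% FBS; doses: 0.1% DMSO in all compound wells; timing: overnight attachment after seeding, then 72 h compound exposure at 37 °C; detection: CellTiter-Glo luminescence; measure: % viability of median cell-only signal; controls: cell-only wells, no compound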
# H69AR growth 86K: growth inhibitors of human H69AR lung tumor cells; 6% of 85,000 active; AID 598; H69AR lung tumor viability, ATP luminescence, 72 h; hits give low values; viability, % at 10 µM;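 active = viability at or below 40%; inactive = viability above 40%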;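 also: multidrug resistant small cell line overexpressing MRP-1 efflux transporter; 100% = mean luminescence of untreated control wells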
# HUVEC inhibit: inhibitors of human endothelial cell proliferation. HUVEC proliferation, CellTiter-Glo luminescence, 72 h; hits give low values. viability, % at 10 µM (by protocol). 1.1% of 86,000 active;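 active = viability at or below 30%; inactive = viability above 30%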;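 also: 100% = median luminescence of DMSO-only cell control wells on each plate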
# DAT uptake mod: changed human dopamine transporter uptake under cocaine IC80; Q01959; LLC-PK1 hDAT cells, [14C]-dopamine uptake with cocaine IC80; actives deviate in either direction; B-score at 10 µM; 1.3% of 110,000 active; AID 449768;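 active = Z score or B-score, a plate-position-corrected score, falls beyond the plate's 99.7% confidence bounds, in either direction; inactive = both scores lie inside the 99.7% bounds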;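 also: scored against the spread of the other compound wells on the same plate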
# Target sequence (Q01959 whole entry, looked up): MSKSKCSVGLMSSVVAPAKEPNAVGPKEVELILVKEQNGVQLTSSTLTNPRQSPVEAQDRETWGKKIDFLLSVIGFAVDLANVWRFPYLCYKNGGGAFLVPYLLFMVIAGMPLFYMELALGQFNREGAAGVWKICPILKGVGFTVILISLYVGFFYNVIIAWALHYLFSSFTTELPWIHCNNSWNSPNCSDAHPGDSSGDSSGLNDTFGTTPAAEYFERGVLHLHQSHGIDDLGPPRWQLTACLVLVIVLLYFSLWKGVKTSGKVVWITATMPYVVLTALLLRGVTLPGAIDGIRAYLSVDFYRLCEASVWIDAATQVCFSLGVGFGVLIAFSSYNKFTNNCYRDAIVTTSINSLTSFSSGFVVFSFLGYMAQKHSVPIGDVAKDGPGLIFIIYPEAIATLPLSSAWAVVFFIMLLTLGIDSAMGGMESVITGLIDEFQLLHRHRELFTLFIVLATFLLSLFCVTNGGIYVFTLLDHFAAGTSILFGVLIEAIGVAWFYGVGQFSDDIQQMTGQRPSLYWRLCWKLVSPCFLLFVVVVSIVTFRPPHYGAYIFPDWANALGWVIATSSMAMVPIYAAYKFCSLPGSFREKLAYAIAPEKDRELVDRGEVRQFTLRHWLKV
# PostGolgi ctrl: growth of the yeast control strain, post-Golgi counter-screen | efflux-deficient yeast background strain, growth absorbance A615, 16 h | inhibition, % at 10 µM | 5% of 98,000 active | AID 738
# * = called active by the depositor; · = no result given; & = joins results of further samples. Rule as the data show it, unless noted: active = inhibition above about 30%; inactive = the rest. This is a random part of the collection; 11% or so of the library scored in one or more.
# Each structure is followed by: S1P2 ag	Fibroblast inh	S1P2 antag	Ecoli WT expand	HUVEC inhibit	DAT uptake mod	H69AR growth 86K	PostGolgi ctrl	PostGolgi yeast
- O=C(c1ccc(S(=O)(=O)N2CCOCC2)cc1)N1CCN=C1SCc1cccnc1
  -4.2	97.1	2.5	-11.0	92.8	-0.591	89.0	1.2	-5.0
- Cc1ccc(-n2c(SCC(N)=O)nnc2-c2ccc(S(=O)(=O)N3CCCCC3)cc2)c(C)c1
  -2.0	100.3	1.2	-1.0	98.3	-0.416	88.0	10.2	4.4
- O=C(CN1CCC(NC(=O)c2ccc(F)cc2)CC1)NCc1ccccc1F
  -3.8	93.1	13.8	13.0	108.1	-0.0437	88.0	6.5	-1.4
- O=C(CSc1ccc(Cl)cc1)Nc1ccccc1N1CCN(C(=O)c2ccccc2)CC1
  -2.6	·	-6.6	2.0	·	1.1	·	22.7	-1.0
- Cc1cc(C)c(C(=O)CC2(O)C(=O)Nc3ccccc32)cc1C (configuration not stated)
  -2.6	92.8	-16.1	7.0	104.7	-1.22	94.4	2.1	-11.7
- C/C(Nc1ccc(C)cc1)=C(/C#N)C(N)=O
  -3.7	101.6	-12.5	-1.0	87.5	-0.373	92.6	27.6	-1.0
- CC1CCCCN1C(=O)CSc1nc2ccsc2c(=O)n1Cc1ccccn1 (configuration not stated)
  -1.9	114.7	-4.7	5.0	78.1	2.26	81.4	-6.1	2.6
- O=C(Nc1ccc(Br)c2cccnc12)c1ccc(Cn2cc([N+](=O)[O-])cn2)o1
  -1.8	·	-11.6	-2.0	·	-0.887	·	30.3*	8.3
- CCCc1cc2c(cc1NS(=O)(=O)c1ccc(CCNC(C)=O)cc1)OCO2
  -12.6	102.9	10.6	4.0	87.0	0.748	84.5	-1.2	-5.1
- Cc1cc(O)c2c(-c3ccccc3)cc(=O)oc2c1
  -1.7	87.1	-0.1	2.0	61.9	-0.537	38.8*	14.1	9.5
- COC(=O)CC1C(=O)NCCN1C(=O)NC1CCCCC1 (configuration not stated)
  -8.2	101.8	12.8	-3.0	99.9	0.15	96.0	0.8	-2.4
- NC1=NC(=O)CC(C(=O)NCCc2ccccc2)S1 (configuration not stated)
  -7.4	97.7	17.3	-3.0	92.8	0.0181	101.1	7.6	0.0
- O=C(CCCn1c(=S)[nH]c2ccccc2c1=O)NC1CCCCC1
  -1.9	92.1	-6.0	-2.0	78.2	0.329	91.0	9.8	-3.7
- CCOC(=O)c1c(NC(=O)CSc2nnc(C)s2)sc2c1CCCCC2
  -4.7	78.3	-6.1	-9.0	83.1	0.865	69.6	15.3	0.8
- Cc1cc(NCCCN)nc(-c2ccccc2O)n1
  -0.7	99.8	11.2	12.0	98.3	-0.0387	21.4*	11.9	5.5

# 3 compounds already listed, sorted by length of the SMILES, rising.
# Each structure is followed by: S1P2 ag	Fibroblast inh	S1P2 antag	Ecoli WT expand	HUVEC inhibit	DAT uptake mod	H69AR growth 86K	PostGolgi ctrl	PostGolgi yeast
- CCOC(=O)c1c(NC(=O)CSc2nnc(C)s2)sc2c1CCCCC2
  -4.7	78.3	-6.1	-9.0	83.1	0.865	69.6	15.3	0.8
- O=C(CN1CCC(NC(=O)c2ccc(F)cc2)CC1)NCc1ccccc1F
  -3.8	93.1	13.8	13.0	108.1	-0.0437	88.0	6.5	-1.4
- O=C(c1ccc(S(=O)(=O)N2CCOCC2)cc1)N1CCN=C1SCc1cccnc1
  -4.2	97.1	2.5	-11.0	92.8	-0.591	89.0	1.2	-5.0

# (more compounds)
# Each structure is followed by: S1P2 ag	Fibroblast inh	S1P2 antag	Ecoli WT expand	HUVEC inhibit	DAT uptake mod	H69AR growth 86K	PostGolgi ctrl	PostGolgi yeast
- COc1cccc(C(=O)Nc2c3c(nn2-c2ccccc2C)CS(=O)C3)c1OC (configuration not stated)
  -2.6	102.5	8.0	2.0	92.1	-0.0719	89.8	8.5	-3.3
- CC(C)(C)OC(=O)N1Cc2ccccc2C[C@H]1C(=O)O
  -1.7	108.1	12.4	5.0	108.7	-1.28	102.8	1.5	6.6
- O=C(Nc1nnc(SCc2ccccc2)s1)c1cc2c(s1)CCCC2
  -0.1	100.8	-11.1	-15.0	65.2	-0.319	76.2	4.5	6.6
- CCOC(=O)c1cnn2c(C(F)F)cc(C3CC3)nc12
  -3.8	100.1	-14.5	7.0	111.1	-0.726	104.0	3.1	-4.7
- CCOc1ccccc1OCC(=O)O
  -3.8	92.7	7.7	2.0	96.6	-0.866	94.9	-1.1	-2.8
- O=[N+]([O-])c1ccc(N2CCCCCC2)c(S(=O)(=O)N2CCCCC2)c1
  -1.4	·	-4.9	-14.0	·	0.448	·	16.4	-4.4
- CC(C)(C)c1nc2ccccc2c2nnc(SCC(=O)Nc3nc4ccccc4s3)n12
  -1.4	·	-24.4	-9.0	·	0.00129	·	6.2	-5.6
- O=C(O)CCc1ccc(-c2ccc(Cl)cc2)o1
  -1.4	96.1	11.2	-15.0	103.1	-0.918	110.1	21.8	2.3
- CCOC(=O)C1C(=O)NC(c2ccccc2)=NC1c1ccc(Cl)cc1 (configuration not stated)
  -8.8	·	14.1	-1.0	·	0.824	·	14.1	-3.2
- Nc1cc(Cl)ccc1Oc1ccc(Cl)cc1
  1.7	93.2	6.9	29.0	99.6	0.652	86.9	5.4	0.0
- O=c1[nH]c(SCc2cc(=O)n3ccccc3n2)nc2c1CCC2
  -0.8	98.8	-9.0	·	85.0	·	91.7	·	·
- CCNC(=O)CN1c2cccc3cccc(c23)S1(=O)=O
  -5.7	·	8.0	3.0	·	-1.32	·	8.6	-6.0
- COC(=O)C1=C(N)c2ccccc2C1(C#N)c1ccccc1 (configuration not stated)
  -2.1	93.7	1.5	1.0	100.2	0.0212	69.5	6.2	-7.8
- CC(C)N(C(=O)CSc1ncnc2sc(-c3ccccc3)cc12)C(C)C
  -3.0	99.0	2.1	1.0	100.7	-0.353	64.4	8.5	-4.2
- CCn1c(SCC(=O)Nc2cc(C)on2)nc2sc3c(c2c1=O)CCCC3
  -2.9	15.2*	7.1	·	78.5	·	7.1*	·	·
- CCN(CC)C(=O)N1CCC(NC(=O)c2ccc(C(C)(C)C)cc2)CC1
  -2.6	97.8	1.5	-1.0	100.7	0.28	76.6	4.6	-5.4
- CC(NC(=O)c1ccc(Cl)cc1)C(=O)NC1=NCCS1 (configuration not stated)
  -2.4	93.6	7.1	-4.0	107.8	-0.00537	100.6	-2.7	-9.4
- Cn1cc(Br)c(C(=O)NC2CCCCC2)n1
  -3.9	98.4	-13.8	7.0	108.9	0.0997	89.7	-4.4	-7.6
- CCOC(=O)c1c(C)oc2c1c(C(c1ccncc1)N1CCOCC1)c(O)c1ccccc12 (configuration not stated)
  -1.5	53.0	10.1	-6.0	60.2	-0.557&0.0222	0.9*	23.6	-2.8
- NC(=O)c1ncc(C(F)(F)F)cc1Oc1cccc(C(F)(F)F)c1
  -6.7	107.7	10.2	-1.0	89.8	0.688	100.0	14.8	23.5
- CSc1nsc(SC)c1C(=O)NCCNS(=O)(=O)c1ccc(C)cc1
  0.7	105.8	-31.6	1.0	99.1	0.633	72.0	16.2	-2.0
- COCCCn1c(SCC(=O)Nc2cccc(C)n2)nnc1-c1ccco1
  -5.7	111.2	-5.5	4.0	89.9	0.161	93.4	7.4	6.5
- CCN(CC)S(=O)(=O)c1ccc2[nH]cc(C(=O)NCCc3ccccc3)c(=O)c2c1
  -4.8	99.5	0.3	2.0	86.1	0.924	96.3	-14.9	15.9
- COC(=O)C1=NN(C(=O)c2ccc(C)cc2)C(O)(c2ccc(Cl)cc2)C1 (configuration not stated)
  -5.6	·	9.7	9.0	·	1.11	·	11.6	-4.7
- Cn1c2c(c(=O)n(C)c1=O)CN(Cc1ccc3c(c1)OCO3)CN2
  -6.0	·	8.7	4.0	100.3	0.733	89.4	-7.5	-9.6
- CCc1sc(C(=O)NCc2cc(C)n(C)n2)cc1Br
  ·	98.0	·	2.0	106.8	-0.0678	81.7	0.7	2.3
- CCOC(=O)CC(=O)CSc1nc2ccc(C)cc2cc1C#N
  -7.1	96.2	11.5	-7.0	100.1	0.291	3.2*	-3.1	-19.4
- O=C1CCC2CCCCC2(O)O1 (configuration not stated)
  -3.1	100.2	11.7	0.0	86.0	-0.137	91.3	1.3	-7.1
- CCCCOC(=O)CSc1nnc(-c2ccc(Cl)cc2Cl)o1
  -4.0	105.7	1.9	11.0	85.9	-0.0105	91.4	15.8	-0.9
- O=C(NCc1ccc(F)cc1)C1CC(=O)N(CCc2ccccc2)C1 (configuration not stated)
  -1.9	95.2	5.4	4.0	95.5	1.24	99.4	-3.2	-5.9
- CCOC(=O)NC(Nc1sc2c(c1C(N)=O)CCCC2)(C(=O)OCC)C(F)(F)F (configuration not stated)
  -2.8	·	23.5	6.0	·	0.0672	·	12.7	-8.7
- COc1ccccc1OCC(O)Cn1nc(C)cc1C (configuration not stated)
  -6.7	101.5	7.5	5.0	87.0	-0.0374	97.5	-1.1	5.0
- COc1cc(/C=C(/C#N)C(=O)NCCc2c[nH]c3ccccc23)ccc1OCc1ccccc1F
  -5.5	·	9.5	-12.0	·	-0.72	·	2.7	-1.1
- CCCCC(=O)Nc1cc(N(C)C)nc2ccccc12
  -2.9	99.6	10.9	7.0	90.8	-0.192	84.7	5.3	13.9
- CCOC(=O)CN1CC23C=CC(O2)C(C(=O)NCc2ccc(F)cc2)C3C1=O (configuration not stated)
  ·	94.1	·	1.0	93.0	-0.702	86.9	5.9	4.7
- CCOc1cc2[nH]c(=O)n(CCCCC(=O)N3CCCCCC3)c(=O)c2cc1OCC
  -2.5	95.4	-1.2	-6.0	83.1	0.708	71.0	-1.0	9.3
- COc1ccc(C2NC(=O)c3ccccc3O2)cc1OC (configuration not stated)
  -15.9	101.1	7.9	·	99.5	-1.12	88.2	·	·
- CC(C)Oc1ccc(Cn2c(=O)sc3ccccc32)cc1
  -5.8	92.0	-2.7	·	109.7	-1.43	99.1	·	·
- CCCCn1c(SCC(=O)Nc2ccccc2C(F)(F)F)nc2ccsc2c1=O
  -2.6	97.3	-8.7	-3.0	102.5	-0.392	91.6	11.4	1.0
- COC(=O)c1sc(NC(=O)c2cc3c(s2)CCCC3)nc1C
  -10.6	·	15.6	3.0	84.2	-0.278	72.2	0.8	-0.8
- N#CCCn1ncn(-c2ccccc2)c1=S
  -3.9	105.5	-4.8	-14.0	96.1	-0.449	101.6	-5.4	6.7
- COc1ccc(-c2cc(C(F)(F)F)nc(SCCC(=O)Nc3cc(C)on3)n2)cc1
  ·	91.6	·	-9.0	61.5	1.18	42.6	4.0	-1.0
- O=C1CCC(=O)N1CN(C(=O)c1ccco1)c1ccc(Cl)c(Cl)c1
  -4.7	103.3	-6.2	-1.0	94.4	0.822	83.7	5.6	-8.5
- CCOc1cc(/C=C2\SC(=S)N(Nc3ccccc3)C2=O)ccc1O
  -0.8	·	-20.6	-12.0	·	·	·	61.1*	8.8
- CCCN(C(=O)Cc1nc(N)n[nH]1)C1(C(=O)Nc2c(C)cccc2C)CCCCC1
  ·	99.8	·	1.0	92.8	-0.0194	90.5	-1.4	-1.9
- CCOC(=O)c1c(C)[nH]c(C(=O)COC(=O)C2(C)CC2(Cl)Cl)c1C (configuration not stated)
  -8.2	106.5	-5.8	3.0	86.2	-0.391	79.1	17.1	-8.8
- CC1(C)Cc2nc3sc4c(SCC(=O)NCc5ccco5)ncnc4c3cc2CO1
  -1.9	61.8	-21.1	-17.0	74.7	0.456	25.6*	-5.6	0.3

# Molecules shown so far containing a COOH group:
# Each structure is followed by: S1P2 ag	Fibroblast inh	S1P2 antag	Ecoli WT expand	HUVEC inhibit	DAT uptake mod	H69AR growth 86K	PostGolgi ctrl	PostGolgi yeast
- CC(C)(C)OC(=O)N1Cc2ccccc2C[C@H]1C(=O)O
  -1.7	108.1	12.4	5.0	108.7	-1.28	102.8	1.5	6.6
- CCOc1ccccc1OCC(=O)O
  -3.8	92.7	7.7	2.0	96.6	-0.866	94.9	-1.1	-2.8
- O=C(O)CCc1ccc(-c2ccc(Cl)cc2)o1
  -1.4	96.1	11.2	-15.0	103.1	-0.918	110.1	21.8	2.3
